Screens deposited in PubChem BioAssay by National Center for Advancing Translational Sciences (NCATS).
ALDH1A1 inh: blocks purified human ALDH1A1 activity | P00352 | Purified ALDH1A1, NADH fluorescence, propionaldehyde substrate | Potency, µM (doses to about 75.3 µM), inactives show at the highest dose activity, negative = inhibition, actives largely listed as inhibitors | 220,000 tested, 7.3% active | AID 1030; active means well fitted inhibition curve with a large enough effect, not every such curve was filed as active; inconclusive means small, poorly fitted or top-dose-only effect, or another doubt; inactive means no such curve, though single readings can be large or run the other way;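 further: plate controls were no enzyme wells and a reference inhibitor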
GAA inhib: blocks human lysosomal alpha-glucosidase. purified human GAA, 4-MU-alpha-glucoside fluorescence. Potency, µM (doses to about 76.9 µM), without a hit: at the top dose activity change, negative = inhibition, actives largely listed as inhibitors. P10253. 200,000 tested, 0.005% active;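 further: plate controls were uninhibited enzyme wells for no effect and no-enzyme background for full effect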
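Read-out is 4-methylumbelliferone fluorescence (Ex 365/Em 440 nm) after NaOH/glycine stop at pH 10. Enzyme 4 nM, substrate 400 uM, pH 5.0 citrate buffer, 20 min room temperature; AC50 from Hill-equation concentration-response.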
Tau fluor counter: counter-screen for tau fibril formation inhibitors. tau K18 P301L Alexa594 fluorescence, heparin fibrillization. Potency, µM (titrated, usually from 57.7 µM), without a hit: at the top dose activity change, negative = decrease. 280,000 tested, 0.93% active. AID 1463; further: on the % scale 0 is the no-effect control and ±100 the full control effect; nearly all actives have a fitted effect of over 55% in size
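Human tau K18 P301L (15 uM unlabeled, 0.24 uM Alexa 594-labeled) in 100 mM sodium acetate pH 7 with 20 uM heparin, 6 hr at 37 C. ThT 30 uM added, 1 hr ambient; Alexa 594 FP and total fluorescence read at 555/632 nm.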
GAA spleen mod: inhibits or activates alpha-glucosidase in human spleen homogenate. Potency, µM (series often up to 79.9 µM), without a hit: at the highest dose activity change, negative = inhibition, usual class: inhibitors. 240,000 tested, 0.006% active. P10253. human spleen homogenate, 4-MU-alpha-glucoside fluorescence. AID 2112;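 further: 0% = enzyme with vehicle and -100% = no enzyme basal signal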
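Compounds were titrated against alpha-glucosidase in spleen homogenate at pH 5.0, with 1 mM 4-methylumbelliferyl substrate for 40 min at 37 C. Reactions were quenched with pH 10 NaOH/glycine and fluorescence measured.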
Epigenetic reg: epigenetic control regulation, reporter derepression. murine LDR cells, GFP reporter derepression, 30 h. Potency, µM (titrated, usually from 53.9 µM), for the others: at the highest dose GFP activation, usual class: activators. 280,000 tested, 0.2% active. AID 1865; further: % of control where 0% means no effect; nearly all actives have a fitted effect of over 60% in size
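GFP-positive cell count by laser-scanning cytometry (objects 20–120 um) after 30 h, 37 C compound exposure of murine LDR cells; reporter is CMV-GFP integrated at a silenced locus, inducible by HDAC or DNMT inhibitors.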
NPSR antag: antagonists of human neuropeptide S receptor cAMP signaling; Q6W5P4; CHO-NPSR cells, cAMP TR-FRET, antagonist mode; Potency, µM (series often up to 38.3 µM), without a hit: top-dose activity change, negative = inhibition, actives largely listed as inhibitors; 220,000 tested, 1% active; AID 1461; further: on the % scale 0 is the no-effect control and ±100 the full control effect; nearly all actives have a fitted effect of over 50% in size; many of its hits are not listed in these tables
Target sequence (Q6W5P4 whole entry, looked up): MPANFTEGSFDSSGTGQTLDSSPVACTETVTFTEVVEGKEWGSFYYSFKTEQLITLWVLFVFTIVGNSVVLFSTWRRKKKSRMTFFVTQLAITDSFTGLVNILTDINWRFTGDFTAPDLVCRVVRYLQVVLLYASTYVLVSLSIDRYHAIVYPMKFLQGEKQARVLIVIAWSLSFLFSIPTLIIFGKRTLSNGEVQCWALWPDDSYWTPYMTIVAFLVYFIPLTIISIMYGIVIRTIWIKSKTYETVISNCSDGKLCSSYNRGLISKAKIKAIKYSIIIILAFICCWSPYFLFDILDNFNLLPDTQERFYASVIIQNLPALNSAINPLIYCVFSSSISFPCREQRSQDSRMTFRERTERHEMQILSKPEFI
aGal spleen mod: inhibits or activates alpha-galactosidase in human spleen homogenate | P06280 | Potency, µM (titrated, usually from 80 µM), for the others: at the highest dose activity change, negative = inhibition, actives largely listed as inhibitors | 240,000 tested, 0.008% active | AID 2107 | human spleen homogenate, 4MU-alpha-Gal fluorescence, 40 min;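 further: 0% = enzyme with vehicle and -100% = no enzyme basal signal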
Target sequence (P06280 32-429 limits assumed): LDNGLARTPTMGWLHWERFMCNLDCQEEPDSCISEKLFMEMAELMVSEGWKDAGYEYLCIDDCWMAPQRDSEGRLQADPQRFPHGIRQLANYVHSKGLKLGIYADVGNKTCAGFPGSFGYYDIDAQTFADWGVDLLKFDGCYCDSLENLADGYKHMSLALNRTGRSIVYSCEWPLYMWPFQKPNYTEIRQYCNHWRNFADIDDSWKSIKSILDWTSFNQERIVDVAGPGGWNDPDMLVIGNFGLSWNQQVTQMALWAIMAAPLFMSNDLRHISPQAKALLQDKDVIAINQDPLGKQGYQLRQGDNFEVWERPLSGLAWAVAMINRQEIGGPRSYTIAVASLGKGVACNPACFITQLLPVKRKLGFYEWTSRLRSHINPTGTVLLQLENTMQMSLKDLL
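Human spleen homogenate (1 ug) as enzyme source, 4-methylumbelliferyl-alpha-D-galactopyranoside 1 mM final, citrate/phosphate pH 5.0 with 0.01% Tween-20. Compounds 40 min at 37C, NaOH/glycine stop; fluorescence Ex 365/Em 440, Hill-fit AC50.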
GAA glycogen mod: inhibitors or activators of human alpha-glucosidase glycogen cleavage; P10253; Potency, µM (doses to about 76.4 µM), for inactives: at the top dose activity change, negative = inhibition, usual class: inhibitors; recombinant GAA, glycogen substrate, Amplex Red glucose oxidase fluorescence; 300,000 tested, 0.38% active; AID 2100;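 further: 0% = full enzyme reaction and -100% = no-enzyme basal signal; the screen sought inhibitors and activators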
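Natural-substrate format: glycogen cleavage by 4 nM human enzyme, glucose read by Amplex Red coupling (Ex 573, Em 610 nm). Normalized to enzyme and no-enzyme controls.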
Active calls of the source: *; u = inconclusive; x = not tested or not shown; & = joins results of further samples; [ ] = dose if it differs, or a comment. Unless noted, the call rests on the fitted dose curve; in most records, active means well fitted curve in the direction sought with a large enough effect; inconclusive means small, poorly fitted or top-dose-only effect, or another doubt; inactive means no such curve, though single readings can be large; an effect the other way counts as inactive or inconclusive. Potency means the concentration at half of the fitted maximal effect.

SMILES	ALDH1A1 inh	GAA inhib	Tau fluor counter	GAA spleen mod	Epigenetic reg	NPSR antag	aGal spleen mod	GAA glycogen mod
O=C1c2ccccc2C(=O)N1c1n[nH]c(CCc2ccccc2)n1	2%	-9%	-1%	2%	-1.1%	6%[46.1 µM]	11%	2%
O=C(NCc1ccccc1)NC(=O)c1ccncc1	7%	0%	3%	-3%	3.7%	7%[46.1 µM]	9%	-1%
O=C(CCC(=O)Nc1ccccc1)N/N=C/c1ccccc1F	4%	-1%	-1%	1%	1.9%	-1%	3%	2%
CSc1ccc(-c2ccco2)nn1	u	8%	-1%	-4%	0.0%	3%	-8%	-5%
C=CCNC(=S)N1CCc2[nH]c3ccccc3c2C1	x	x	-28%	7%	2.7%	-4%	-1%	x
Cn1c2c(c(=O)n(C)c1=O)C(C(F)(F)F)(C(F)(F)F)N=C(C1CCCCC1)N2	7%	-7%	-17%	2%	-1.9%	10%	2%	10%
O=C(Cn1c(-c2ccco2)nc2ccccc21)N1CCCCC1	u	0%	8%	-9%	-1.8%	-9%[46.1 µM]	-11%	10%
Cn1cc(/C=C/c2nc3ccccc3c(=O)n2-c2cccc([N+](=O)[O-])c2)c2ccccc21	5%	8%	-18%	-24%	1.0%	-1%	4%	-2%
O=C(O)CCCN1C(=O)/C(=C\c2ccc(-c3nc4ccccc4s3)o2)SC1=S	x	x	u	-2%	0.7%	44%	-1%	5%
O=C(NNC(=O)c1oc2ccccc2c1-n1cccc1)c1ccco1	u	0%	-6%	-3%	-1.9%	2%	-2%	3%
CCOC(=O)CSc1nc(N)c(C#N)c(-c2ccc(OC)cc2)c1C#N	u	8%	-7%	-1%	u	u	-2%	-4%
CSCCC(NC(N)=O)C(=O)Nc1ccc2ccccc2c1 (stereo unspecified)	5%	-8%	-3%	-4%	0.0%	13%	8%	-2%
CCOC(=O)NC(=O)CSc1nnc(SCCC(=O)O)s1	6%	3%	2%	-5%	2.1%	22%	-3%	-6%
COc1cc(C2NC(=S)NC(C)=C2C(=O)Nc2ccc(C)cc2)ccc1O (stereo unspecified)	-2%	0%	-9%	8%	2.1%	-2%	-9%	u
CCN1CCN(c2c(Cl)cccc2NC(=O)c2ccc3c(c2)OCCO3)CC1	-1%	-3%	-8%	-2%	0.0%	-15%[46.1 µM]	5%	1%
CCOC(=O)N/N=C(\C)c1cccs1	5%	5%	1%	-1%	-4.0%	18%	-1%	-3%
CN1C(=O)/C(=C/c2ccccc2OCc2ccccc2)NC1=S	u	-4%	-26%	-2%	-2.7%	-47%	0%	3%
CNC(=O)c1cc(C(=O)c2ccccc2C(F)(F)F)c[nH]1	-7%	5%	-4%	-2%	0.6%	12%	-2%	-1%
Clc1ncccc1-c1nnn(-c2ccccc2Br)n1	-2%	x	-15%	1%	-2.0%	10%	3%	-8%
COc1ccc(/C=C2/C(=O)N=C(N)N2C)cc1OC	-6%	-13%	-10%	-19%	0.2%	-16%[46.1 µM]	-8%	2%
CCC(C)NC(=S)N1CCN(Cc2ccccc2)CC1 (stereo unspecified)	7%	5%	11%[2.34 µM]	-15%	-1.1%	4%	-4%	-11%
CC1=NN(c2ccc(Br)cc2)C(=O)/C1=C/c1cccs1	2.2µM*	u	u	-9%	4.7%	5%[46.1 µM]	1%	5%
C(=C\c1ccccc1)/C=N/Nc1nc2ccccc2[nH]1	-11%	-4%	u	-18%	-0.9%	14%[46.1 µM]	1%	u
Fc1cccc(Nc2nc3ccccc3n3nnnc23)c1	u	-6%	u	1%	u	-12%[46.1 µM]	7%	4%
Cc1ccc(CNS(=O)(=O)c2ccc3c(c2)CCN3C(=O)CCCC(=O)O)cc1	0%	-3%	-6%	-12%	-0.4%	9%	4%	7%
Cc1cccc(NC(=O)C2CCCN(S(=O)(=O)c3cccc4nsnc34)C2)c1 (stereo unspecified)	7%	-2%	-16%	1%	-0.8%	u	1%	1%
CN(C)c1ccc(CNc2nc(-c3ccccc3)nn2S(C)(=O)=O)cc1	u	1%	u	4%	0.4%	-9%	14%	-4%
O=C1C2CC=C(Cl)CC2C(=O)N1CCN1CCOCC1 (stereo unspecified)	-3%	6%	-1%	1%	4.9%	0%[46.1 µM]	3%	-5%
COc1ccc(NS(=O)(=O)c2cc(NC(=O)C3CCCCC3)ccc2N2CCOCC2)cc1	2.5µM*	-7%	-15%	-8%	-3.3%	-41%	7%	-14%
CSCCC(NC(=O)C1CCC(C)CC1)C(=O)NCCN1CCC(C)CC1 (stereo unspecified)	-4%	2%	-3%	-1%	3.8%	20%	1%	5%
Cc1cc(C)c(S(=O)(=O)c2ccccc2)c(Cl)n1	3%	1%	-5%	-3%	-2.2%	-2%[46.1 µM]	1%	3%
Cc1ccc(O)c(-c2cc(C(=O)NCc3ccccc3)[nH]n2)c1	5%	1%	-15%	-1%	-1.0%	-11%	2%	8%
O=C(CSC1CC(=O)N(CCc2ccccc2)C1=O)Nc1ccc(Cl)cc1 (stereo unspecified)	u	-10%	-29%	-15%	0.0%	2%	-5%	10%
CCc1c(C(=O)NCc2cnn(C)c2)csc1C	u	-5%	-1%	3%	-1.2%	-7%[46.1 µM]	4%	2%
Cc1ccc(S(=O)(=O)N2CCN(c3ccccn3)CC2)cc1	7%	-5%	-8%	3%	2.2%	0%	-2%	6%
CCNCC(O)COCC(O)CNCC (stereo unspecified)	5%	-2%	2%	-12%	-1.7%	-7%[46.1 µM]	-1%	4%
COc1ccc(C(=O)N/N=C(/C)c2ccc(N3CCCCC3)cc2)cc1	u	4%	-4%	-1%	-3.1%	7%	-3%	-7%
CCCCNC(=O)C(Cc1ccccc1)NS(=O)(=O)c1ccc2c(c1)c(=O)n(C)c(=O)n2C (stereo unspecified)	1%	1%	-3%&-9%	2%	-1.1%&-0.2%	-16%[46.1 µM]	6%	8%[76.3 µM]
CCCCCn1c(N)c(C#N)c2nc3ccccc3nc21	u	u	-20%	16%	0.8%	-8%[46.1 µM]	u	-8%
COc1ccc(S(=O)(=O)NCCc2csc(-c3cccnc3)n2)cc1	4%	-8%	8%	0%	-0.8%	15%[46.1 µM]	1%	2%

Complete entries as entered above. Order of screens: ALDH1A1 inh, GAA inhib, Tau fluor counter, GAA spleen mod, Epigenetic reg, NPSR antag, aGal spleen mod, GAA glycogen mod
Listed for CCCCCn1c(N)c(C#N)c2nc3ccccc3nc21 : u, u, -20%, 16%, 0.8%, -8%[46.1 µM], u, -8%
Listed for Cc1ccc(S(=O)(=O)N2CCN(c3ccccn3)CC2)cc1 : 7%, -5%, -8%, 3%, 2.2%, 0%, -2%, 6%
Listed for CCNCC(O)COCC(O)CNCC (stereo unspecified) : 5%, -2%, 2%, -12%, -1.7%, -7%[46.1 µM], -1%, 4%
Listed for CCc1c(C(=O)NCc2cnn(C)c2)csc1C : u, -5%, -1%, 3%, -1.2%, -7%[46.1 µM], 4%, 2%
Listed for COc1ccc(S(=O)(=O)NCCc2csc(-c3cccnc3)n2)cc1 : 4%, -8%, 8%, 0%, -0.8%, 15%[46.1 µM], 1%, 2%

Next part:
SMILES	ALDH1A1 inh	GAA inhib	Tau fluor counter	GAA spleen mod	Epigenetic reg	NPSR antag	aGal spleen mod	GAA glycogen mod
CCN1c2ccccc2-c2nc3ccccc3n2C1c1ccncc1 (stereo unspecified)	u	5%	0%	2%	-3.8%	u	7%	8%
Cc1ccc(-c2nnn(CC(=O)N(c3cccc(O)c3)C(C(=O)NC(C)(C)C)c3cccs3)n2)o1 (stereo unspecified)	-7%	5%	-7%	-22%	0.0%	7%[46.1 µM]	6%	-8%
COc1ccc(NC(=S)N2CCCC2)cc1	21%	u	2%	-7%	-0.9%	12%	-3%	2%
Cc1cc(=O)c2n(Cc3ccc(Cl)cc3)nc[n+]2[nH]1	20µM*	4%	-2%	-4%	-1.0%	-4%[46.1 µM]	9%	-6%
Cc1cc(S(=O)(=O)N2CCCC2)ccc1OCC(=O)NC1CCCC1	-5%	u	0%	1%	7.7%	14%	2%	6%
COc1ccc(/C=N/Nc2nc(-c3cccc(S(=O)(=O)N4CCCC4)c3)cs2)cc1OC	u	-4%	u	-6%	-0.8%	-6%	-4%	u
CC(=O)c1ccc(NC(=O)Cn2nc(C)cc2C)cc1	-13%	-5%	4%	1%	1.3%	2%[46.1 µM]	-10%	-1%
CC(CN(C)Cc1ccccc1)OC(=O)c1ccc2c(c1)OCCO2 (stereo unspecified)	14%	-10%	-15%	-20%	-0.9%	-3%[46.1 µM]	-2%	-25%
Cc1cc(C)c(NC(=O)c2sc3nc(C)[nH]c(=O)c3c2C)c(C)c1	2%	x	-3%	-1%	-1.2%	16%	5%	0%
O=C(CNc1ccccc1)c1ccc([N+](=O)[O-])cc1	3.5µM*	-6%	u	3%	5.6%	-2%	-1%	-13%
CC(C)(C)C(=O)Nc1cccc(-c2cc(-c3c(Cl)cccc3Cl)no2)c1	-10%	-15%	-19%	2%	0.5%	59%	0%	x
COCCn1c(SCC(=O)N2CCCc3ccccc32)nc2cccnc21	3.2µM*	1%	-14%	-16%	0.0%	-9%[46.1 µM]	10%	-1%
CC(C)COC(=O)CCNc1n[nH]c(=O)[nH]c1=O	1%	u	1%	5%	-1.1%	-8%[46.1 µM]	13%	6%
O=c1[nH][nH]c(=S)n1-c1ccccc1C(F)(F)F	x	x	-3%	-20%	-2.1%	-5%	4%	-16%
COc1ccc(N(CC(=O)Nc2ccccc2C(=O)NCCc2ccccc2)S(C)(=O)=O)cc1OC	u	-1%	-19%	1%	1.9%	-15%[46.1 µM]	4%	-5%
CCCCN(CC(=O)NCc1ccc(Cl)cc1)S(=O)(=O)c1ccc2c(c1)OCCO2	-6%	-14%	-20%	-8%	1.3%	-3%	6%	-14%
Cc1ccc(S(=O)(=O)N2CCCC2C(=O)O)s1 (stereo unspecified)	-6%	3%	-2%	-2%	-0.5%	13%[46.1 µM]	5%	0%
COC(=O)c1ccc(NC(=O)c2cc(-c3ccccn3)nc3ccccc23)cc1	1%	6%	-11%	-2%	2.2%	-6%	-7%	16%

These rows are one share of the data; the hit share may differ from the screen's.
